# PGE2 EP2 inh = blocks the human prostaglandin E2 receptor EP2; P43116; C6 glioma cells expressing human EP2, cAMP TR-FRET; cells stimulated with saturating PGE2; inhibition, % at 25 µM; 260,000 compounds, 0.52% hits; AID 1422;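 active = percent inhibition above 40 after rounding to a whole number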;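 note: rat C6 glioma host cells with rolipram phosphodiesterase inhibitor present; the protocol text gives 20 µM as final concentration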
# EP2 mod = modulates human prostaglandin E2 receptor EP2 signaling | P43116 | EP2-expressing cells, cAMP HTRF FRET, PGE2 co-stimulation | induction, % at 25 µM | 260,000 compounds, 0.83% hits | AID 940;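 active = compounds whose cAMP rise, as percent of the full-agonist control response, exceeds 60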;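 note: rat C6 glioma line stably carrying human EP2 under a CMV promoter; the protocol text gives 20 µM as final concentration; 100% = response of wells given 1 µM PGE2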
# Tb hexokinase = blocks Trypanosoma brucei hexokinase 1 activity; inhibition, % at 10 µM; 220,000 compounds, 0.11% hits; recombinant TbHK1, G6PDH-coupled NADH A340; AID 1430;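 active = inhibition of 50% or more in the single-dose primary screen; inactive = inhibition below 50%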
# 14-3-3 Bad inh = disrupts binding of bovine 14-3-3 zeta to phospho-Bad peptide | TR-FRET 14-3-3zeta/Dy647-pBad peptide displacement, 1 h | AID 781 | P63103 | inhibition, % at 21.7 µM | 220,000 compounds, 0.71% hits;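 active = inhibition above about 70%, limit read from the data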;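 note: 0% = full 14-3-3 plus peptide FRET controls and 100% = background without 14-3-3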
# eIF4E-4G inh = blocks eIF4E binding to eIF4G; P63073+Q04637; TR-FRET eIF4E-eIF4GI(517-606) binding, 2 h; inhibition, % at 21.7 µM; 220,000 compounds, 0.37% hits; AID 782;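 active = inhibition above about 30%, limit read from the data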;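 note: 0% = full FRET control wells and 100% = background wells lacking eIF4GI fragment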
# m-calpain inh = calpain II (pig) inhibition. AID 1236. inhibition, % at 16 µM. 220,000 compounds, 0.37% hits. purified calpain II, fluorogenic peptide substrate, 30 min;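 active = inhibition above about 50%, limit read from the data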
# Rad51 HR inh = blocks human Rad51 in homologous recombination; hRad51 DNA strand exchange, fluorescence dequenching; inhibition, % at 10 µM; 200,000 compounds, 0.085% hits;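 active = inhibition above 40% at the single screening dose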;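 note: 0% = DMSO control wells and 100% = blanks with heterologous ssDNA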
#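 Material: hRad51 filaments on single-stranded DNA; Reagent: Donor/quencher-labelled 47-bp dsDNA substrate; Compound: 10 µM final, single point; Schedule: 37 °C 15-min filament assembly, 30-min compound preincubation, 15-min exchange; Technique: FRET fluorescence, excitation 485 nm, emission 520 nm; Benchmarks: control wells and blank wells on each plate.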
# Hck-Nef inh = human Hck-Nef kinase inhibition; P08631; Recombinant Hck-YEEI plus Nef, Z-Lyte FRET kinase assay; inhibition, % at 20 µM; 220,000 compounds, 0.68% hits;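 active = Hck-Nef kinase inhibition above about 50%, limit read from the data; inactive = inhibition below that limit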;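 note: 0% = DMSO with Hck plus Nef and 100% = Hck alone without Nef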
# zVAD death inh = blocks zVAD induced death of L929 cells | viability rescue, % at 10 µM | L929 zVAD necroptosis rescue, ATP luminescence, 24 h; with zVAD 60 µM | 220,000 compounds, 0.38% hits;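 active = activation, scaled between plate controls, above about 75%, limit read from the data; inactive = activation under that limit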;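 note: 0% = zVAD with DMSO and 100% = DMSO alone without zVAD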
# An asterisk follows results filed as active; x = not tested or not shown; & = joins results of further samples; [ ] = dose if it differs, or a comment. This is a subset (hit frequency here may not be typical).
SMILES,PGE2 EP2 inh,EP2 mod,Tb hexokinase,14-3-3 Bad inh,eIF4E-4G inh,m-calpain inh,Rad51 HR inh,Hck-Nef inh,zVAD death inh
Brc1ccc(-c2noc(COc3ccc4ccccc4c3)n2)o1,8,9,8,-5,-3,-4,-2,0,-1.3
Fc1ccc(C(CNC(=S)NC2CCCCC2)N2CCOCC2)cc1 (stereo not drawn),1,-6,-2,-18,0,3,28,20,-0.7
O=C(O)/C=C/C(=O)Nc1ccc2c(c1)C(=O)c1ccccc1C2=O,9,-7,-11,14,-11,15,3,14,-0.4
COc1nc(-c2ccccc2)cc(-c2ccc(OC)c(OC)c2)n1,7,35,-28,59[fluorescence artefact?],1[fluorescence artefact?],-131,2,1,1.7
CC1(C)C(c2ccc(Cl)cc2)=[N+]([O-])C2(CCCC/C2=N\O)N1O (stereo not drawn),13,23,1,-15,4,16,-12,1,0.7
COc1ccc(CC(=O)Nc2ccc(S(=O)(=O)Nc3cc(C)on3)cc2)cc1,8,9,0,-7,4[fluorescence artefact?],0,6,1,0.0
CC(C(=O)Nc1cc([N+](=O)[O-])ccc1Cl)N1CCN(c2ccc(O)cc2)CC1 (stereo not drawn),7,-27,-2,-7,9,-28,12,12,0.0
Cc1cccc(-c2noc(-c3ccccc3C(=O)NCc3ccco3)n2)c1,10,4,4,-8,0,6,x,-3,0.6
Cc1nnc(SCC(=O)NC2CCCCC2)n1C1CCCCC1,15,53,-5,2[fluorescence artefact?],0[fluorescence artefact?],8,x,2,-0.2
COc1cc(C(=O)O)ccc1OC(C)=O,-4,9,2,4[fluorescence artefact?],0[fluorescence artefact?],-12,2,2,-0.1
Cc1ccc(CSc2nnc(-c3ccc4c(c3)OCO4)o2)cc1,8,-13,-10,0,-9,6,-10,2,0.0
Cc1ccc(NC(=O)CCCCCC2NC(=O)NC2C)cc1 (stereo not drawn),5,-7,-2,10,2,7,0,0,0.5
Cc1cc(N2CCN(C)CC2)nc2ccc(NC(=S)N3CCN(c4ccc(Cl)cc4)CC3)cc12,2,-13,-9,18,5,-80,2,24,41
Cc1nn(CC(=O)Nc2ccccn2)c(C)c1[N+](=O)[O-],0,14,-3,-2,-5,-3,2,0,0.2
Cc1cccc(NNC(=O)C2CCC2)c1,11,35,-1,-7,2,-9,10,-3,-0.8
CC1CN(C(=O)N2CCCCC2)CCN1C(=O)N1CCCCC1 (stereo not drawn),-1,-7,-6,-7,-3,-12,8,22,1.5
CC(C)(C)N/N=C/c1cc(Cl)cc([N+](=O)[O-])c1O,5,-43,35,-9[fluorescence artefact?],-3,-22,-6,2,0.3
N/C(=N\OC(=O)Cc1ccccc1[N+](=O)[O-])c1cccnc1,6,2,-1,-2,-1,-15,6,-7,1.8
COc1ccccc1N1CCN(C(=O)/C=C/c2ccccc2)CC1,14,13,3,-3,2,-4,6,3,-0.3
CCN(CC)c1nc2n(c(=O)n1)CCN2CC,1,18,3,-7,12[fluorescence artefact?],-35,11,1,1.6
Cc1ccc(C(=O)Nc2ccc(S(=O)(=O)N3CCc4ccccc4C3)cc2)o1,2,-20,4,4,-6,18,1,3,1.4
CCOC(=O)Cn1nc(C)n(-c2ccc(Br)cc2)c1=O,6,19,0,-11,5,15,-4,20,6.4
Cc1ccc(CCNC(=O)C23CN(Cc4ccccc4)CC2C(c2cccc([N+](=O)[O-])c2)=NO3)cc1 (stereo not drawn),x,2,-1,6,-11,8,x,1,0.1
Cn1c(CN2CCOCC2)nnc1SCc1ccccc1,11&3,-13&2,4,10,-2,5,6,-1,-0.5
CC(C)OCCCNC(=O)NC(=O)c1ccc(Cl)cc1,4,-29,0,-7,-1,25,-4,42,2.2
O=C(Nc1ncn[nH]1)c1ccc(Cl)cc1Cl,4,5,-5,-7,-3,-8,-15,24,0.6
CCOC(=O)C1CCN(S(=O)(=O)c2ccc(OC)c(OC)c2)CC1,6,0,5,4,0,27,x,0,0.1
CCOc1ccc2nc(NC(=O)c3ccoc3C)sc2c1,8,-43,-3,-1,0,-22,-2,0,-0.1
Cc1ccc(CNCC(=O)Nc2ccc(N3CCOCC3)cc2)cc1,9,4,4,32,-4,29,-3,7,0.5
O=C(CSCc1nc2ccccc2[nH]1)Nc1ccc2ccccc2c1,9,-20,0,-7,-8,1,-2,1,1.1
N#CCSc1nc2[nH]ncc2c(=O)n1-c1ccccc1Br,5,-5,-4,x,x,-1,6,1,0.8
CCc1cccc(CC)c1NC(=S)NCc1ccc2[nH]c(C)cc2c1,7,-14,3,-5[fluorescence artefact?],10[fluorescence artefact?],2,x,-2,x
O=C(/C=C/c1ccccc1Cl)c1ccc[nH]1,14,-64,-39,33,5,20,x,4,1.8
N=c1c(C(=O)NCc2ccc3c(c2)OCO3)cc2c(=O)n3ccccc3nc2n1Cc1cccnc1,4,17,-18,45,-6[fluorescence artefact?],-35,-9,10,-1.4
CC1=CC=CC2=NC(=O)CC(C)(C(=O)O)N12 (stereo not drawn),3,15,-11,2,4,-378,16,25,1.4
O=C(OCC(=O)N1CCN(C(=O)c2ccco2)CC1)c1cn(-c2ccccc2)nc1-c1ccccc1,14,8,-3,3,3,-22,9,0,79*
CN(C)C(CNc1ccc([N+](=O)[O-])cc1C#N)c1ccccc1 (stereo not drawn),6,4,-14,-4,4,29,x,36,-0.4
CCCCC(=O)N/N=C(\C)c1cccc(NC(=O)C2CC2)c1,8,19,2,-2[fluorescence artefact?],2[fluorescence artefact?],-4,-8,3,0.7
COc1ccc(C2C(=O)N(C3CCCCC3)CC(=O)N2C2CCCC2)cc1 (stereo not drawn),5,28,25,5,3,4,-4,3,-0.5
O=C(c1n[nH]c(=O)c2ccccc12)N1CCN(C2c3ccccc3-c3ccccc32)CC1,4,25,-1,-5,6[fluorescence artefact?],-26,4,1,-0.3

# Looked up by compound from above, 5 records:
SMILES,PGE2 EP2 inh,EP2 mod,Tb hexokinase,14-3-3 Bad inh,eIF4E-4G inh,m-calpain inh,Rad51 HR inh,Hck-Nef inh,zVAD death inh
CCOc1ccc2nc(NC(=O)c3ccoc3C)sc2c1,8,-43,-3,-1,0,-22,-2,0,-0.1
COc1ccc(C2C(=O)N(C3CCCCC3)CC(=O)N2C2CCCC2)cc1 (stereo not drawn),5,28,25,5,3,4,-4,3,-0.5
CCOC(=O)C1CCN(S(=O)(=O)c2ccc(OC)c(OC)c2)CC1,6,0,5,4,0,27,x,0,0.1
CN(C)C(CNc1ccc([N+](=O)[O-])cc1C#N)c1ccccc1 (stereo not drawn),6,4,-14,-4,4,29,x,36,-0.4
O=C(OCC(=O)N1CCN(C(=O)c2ccco2)CC1)c1cn(-c2ccccc2)nc1-c1ccccc1,14,8,-3,3,3,-22,9,0,79*

# The list continues.
SMILES,PGE2 EP2 inh,EP2 mod,Tb hexokinase,14-3-3 Bad inh,eIF4E-4G inh,m-calpain inh,Rad51 HR inh,Hck-Nef inh,zVAD death inh
COc1ccc(C(=O)NCCSc2ccccc2)cc1,-2,-62,-5,-3,4[fluorescence artefact?],19,x,3,2.2
Cc1ccc(NC(=O)CCc2nc3ccccc3s2)c(O)c1,6,-34,0,-14,0,-9,28,27,5.3
NS(=O)(=O)c1ccc(NC(=O)Nc2ccc(Cl)cc2)cc1,7,-66,9,3,-2,20,-16,27,64
O=C(O)C1CC=CCC1C(=O)Nc1cccc([N+](=O)[O-])c1 (stereo not drawn),11,-4,-4,-7,-9,0,7,3,1.6
O=S(=O)(N1CCCCC1)N1CCN(S(=O)(=O)N2CCCCC2)CC1,17,3,3,-1[fluorescence artefact?],-1,6,0,0,-0.7
Cc1ccc2nsnc2c1NC(=O)c1ccc2c(c1)OCCO2,8,2,-13,-3,4,-43,3,2,-0.6
Cn1nnnc1SCC(=O)Nc1ccccn1,4,13,-6,2,-1,-4,1,-1,0.1
Cc1cc(C)nc(Nc2nc3ccccc3o2)n1,14,-6,-2,-4,2,-6,x,18,-0.5
C(=N\N1CCN(c2ccccn2)CC1)/c1cccc2ccccc12,7,-29,-15,-5,-4,20,6,7,1.9
O=S(=O)(c1ccc(F)c(Cl)c1)N1CCCC1,7,68*,4,-8,12,20,x,-1,-0.2
COc1ccc2nc3oc(C(=O)N4CCCCC4)cc3cc2c1,9,-1,-14,15,2,-374,-3,0,1.3
Cc1ncoc1C(=O)Nc1ccc(Oc2ccccc2)cc1,8,-1,-8,11,-2,-2,-4,19,-0.6
Cc1ccc(C(=O)NC(=S)NNC(=O)CC#N)cc1,10,22,-5,-14,-6,-40,-4,21,32
COc1cccc(/C=C2\SC(=S)N(N3CCOCC3)C2=O)c1OC,3,32,0,-5,16,-10,3,5,0.5
CCC(C)c1ccc(NC(=S)NCc2cccs2)cc1 (stereo not drawn),9,-8,8,-14,4,34,0,1,0.3
COc1ccc(OC)c(CN2CCC(C(=O)N3CCOCC3)CC2)c1,10,31,-2,24,-6,-11,x,2,-0.5
Cc1ccc(CC(CC(=O)O)C(=O)NC2CCCCC2)cc1 (stereo not drawn),1,15,6,2,-1,0,1,0,0.1
C/C(=C\CCC1(C)C2CC3C(C2)C31C)C(=O)O (stereo not drawn),16,1,5,2,-17,3,8,33,-0.8
O=C(NCc1ccco1)C1CC(=O)N(c2ccc(F)cc2)C1 (stereo not drawn),9,14,7,9,2,12,0,6,-0.3
CCOC(=O)c1cc2c(nc1NC(=S)NCc1ccccc1)CCCC2,9,21,-6,-2[fluorescence artefact?],2[fluorescence artefact?],-19,-4,0,-0.1
COc1ccc2[nH]c3c(c2c1)CCn1c-3nc2sc(C(=O)Nc3ccccc3)c(C)c2c1=O,11,-3,-17,45[fluorescence artefact?],12,-124,-6,9,0.8
Cc1sc2ncn3ncnc3c2c1C,11,-18,16,10[fluorescence artefact?],-33[fluorescence artefact?],32,-2,-1,0.6
CCN1C(=O)/C(=C2/C=CC=CN2C)OC1=S,6,-8,-11,-2,1,-8,1,-2,-0.5
O=C(c1ccc(S(=O)(=O)Nc2ccc(F)cc2)cc1)N1CCN(c2ccccn2)CC1,6,-58,-1,-21,-4,21,15,16,-0.3
Cc1ccc(S(=O)(=O)N2CCN(S(=O)(=O)N3CCOCC3)CC2)cc1,20,3,0,-8[fluorescence artefact?],1,-17,-1,3,-0.2
Cc1cs/c(=N/C(=S)Nc2ccccc2)n1C,1,1,-20,4,2[fluorescence artefact?],-9,x,0,0.7
CCOC(=O)c1cnc2ccc(C(=O)OC)cc2c1Nc1cccc(C(=O)O)c1,5,46,-22,-15,0,-12,-4,22,47
Cc1cccc(NC(=S)NC(=O)C(c2ccccc2)c2ccccc2)n1,4,x,-12,x,x,x,1,-1,0.0
CC(C)N(C(=O)Cn1cc(SCC(=O)NCC2CCCO2)c2ccccc21)C(C)C (stereo not drawn),8,-12,-3,-8,1,-29,8,19,1.3
COc1ccccc1OCCCCCCN1CCOCC1,2,7,27,32,-1,-36,16,-10,-0.4
Brc1ccc(-c2csc(N/N=C/c3ccc4c(c3)OCO4)n2)cc1,4,-33,-19,-17[fluorescence artefact?],0,-31,x,2,2.0
O=C(O)C1CCCCC1C(=O)Nc1ccccc1F (stereo not drawn),8,11,1,-1,-2[fluorescence artefact?],-1,4,0,0.0
Cc1ccc(S(=O)(=O)Nc2cccc(/C=C/C(=O)O)c2)cc1,5,-10,5,10,10,6,4,1,0.0
CC(=O)CSc1nnc(-c2ccncc2)n1C,5&-1,9&-9,0,11[fluorescence artefact?],-12[fluorescence artefact?],-11,-3,0,-0.1
CCN(c1ccccc1)S(=O)(=O)c1cc(C(=O)Oc2ccc3c(C)cc(=O)oc3c2)ccc1C,10,3,26,2[fluorescence artefact?],4,-453,-3,56*,0.1
C/C(CC(C)C)=N\Nc1ccc(S(N)(=O)=O)cc1[N+](=O)[O-],7,15,1,4,1,0,-1,1,1.7

# High-throughput results as filed in PubChem.
